MRP resist rev: compounds reversing MRP-mediated drug resistance; H69AR cells + 2 uM doxorubicin, CellTiter-Glo, 72 h; differential viability (reversal), % at 10 µM; 85,000 tested, 0.04% active; AID 602;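 active = viability drop by adding the cancer drug above about 55%, with treated viability meeting a 40% cutoff, limit read from the data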;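 note: viability without doxorubicin minus viability with 2 µM doxorubicin for each compound; larger differential means the compound sensitizes cells more to doxorubicin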
Bcl-B displacement: displacers of TR3 peptide from Bcl-B, primary screen, selectivity assay for Bfl-1 inhibitor project, biochemical, fluorescence polarization; FP displacement of FITC-TR3 peptide from Bcl-B; higher % means a stronger effect; one-dose displacement, % at 20 µM; IC50 in µM for titrated hits; 96,000 tested, 0.11% active;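 active = displacement above 50% at 20 µM plus a fluorescence interference ratio under 1.5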;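 note: plate controls were wells without compound for no effect and wells lacking Bcl-B protein for full effect; a part of the inactive calls stands beside numbers as strong as those of hits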
IL1B NFkB inh: blocks IL-1B driven NFkB nuclear translocation in HUVEC cells | 94,000 tested, 0.43% active | HUVEC IL-1B NFkB p65 nuclear translocation imaging | inhibition, % at 2 µM;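 active = inhibition above about 30% together with a positive call from visual inspection of the well image, limit read from the data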;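 note: nuclear over cytoplasmic p65 intensity ratio measured by imaging; 0% = IL-1B stimulated DMSO wells and 100% = unstimulated DMSO wells; values of inactives mirror those of a sister screen read the other way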
PLAP inhibitors HTS: PLAP enzyme inhibitors, biochemical, luminescence, HTS (AID 690); inhibition, % at 20 µM; hits with a dose series show IC50 in µM; 96,000 tested, 0.08% active; purified PLAP, luminescent substrate; higher % means a stronger effect; in the data active = a potency from the dose series; inactive = the rest, 99 in 100 with inhibition below about 30%; note: strong numbers were not always called active
IL1B NFkB pot: enhances IL-1B driven NFkB nuclear translocation; activation, % at 2 µM; HUVEC IL-1B NFkB p65 nuclear translocation imaging; AID 819; 94,000 tested, 0.3% active;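 active = activation above 40%, about the mean plus 3 SD, also judged a hit on visual image review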;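 note: percent activation is computed from the nuclear over cytoplasmic p65 intensity ratio; values of inactives mirror those of a sister screen read the other way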
MRP resist rev cytotoxicity: recorded beside MRP resist rev, whose call it bears; viability, %; H69AR cells, CellTiter-Glo, 72 h; measured here: cytotoxicity without doxorubicin
MRP resist rev with doxorubicin: further read-out of MRP resist rev, marked with its call; viability, %; measured here: viability with 2 uM doxorubicin; active compounds read low
IL1B NFkB inh cell count 2 µM: also measured in IL1B NFkB inh; calls as there; cell count; measured here: cells passing quality filter;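 raw number of nuclei counted in each imaged well without normalization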
IL1B NFkB pot cell count 2 µM: recorded beside IL1B NFkB pot, whose call it bears; cell count; measured here: cells passing quality filter
* = called active by the depositor; nt = not tested or not shown.

| compound | IL1B NFkB pot | IL1B NFkB inh cell count 2 µM | MRP resist rev | Bcl-B displacement | MRP resist rev cytotoxicity | MRP resist rev with doxorubicin | PLAP inhibitors HTS | IL1B NFkB pot cell count 2 µM | IL1B NFkB inh |
| --- | --- | --- | --- | --- | --- | --- | --- | --- | --- |
| Cc1ccccc1NC(=O)C(C)c1cccc(C(=O)c2ccccc2)c1 (stereo not given) | 13 | 160 | nt | 1% | nt | nt | 22% | 160 | -13 |
| Cc1ccc(-c2nc(N/N=C/c3cccc([N+](=O)[O-])c3)c3ccccc3n2)cc1 | 15 | 170 | nt | -19% | nt | nt | nt | 170 | -15 |
| CN(C)CC/C=C1/c2ccccc2Sc2c(O)cc(Cl)cc21 | 18 | 129 | -26 | nt | 6 | 32 | nt | 129 | -18 |
| O=S(=O)(Nc1ccc2c(c1)OCCO2)c1cccs1 | 15 | 100 | 11 | -3% | 97 | 86 | 3% | 100 | -15 |
| COc1ccc(Nc2oc(-c3ccc(Cl)cc3)nc2C#N)cc1 | -23 | 177 | -24 | -4% | 25 | 49 | 31% | 177 | 23 |
| CCOc1ccc(-c2n[nH]c(C)c2Oc2ccccc2OC)c(O)c1 | -3 | 111 | -4 | 3% | 104 | 108 | -77% | 111 | 3 |
| CCCCCCCCN1C(=O)C(O)=C(C(C)=O)C1c1ccccn1 (stereo not given) | -3 | 140 | 4 | nt | 95 | 91 | nt | 140 | 3 |
| CCn1c(=O)n(CC(=O)N2CCN(c3ccccc3F)CC2)c(=O)c2ccccc21 | 0 | 106 | 4 | -12% | 91 | 87 | -11% | 106 | 0 |
| COc1ccc(CNC(=O)c2noc3c2CCCCC3)cc1 | nt | nt | 9 | -8% | 93 | 84 | 10% | nt | nt |
| O=C1CC(=O)N(CCNc2ncc(C(F)(F)F)cc2Cl)C(=O)N1 | -2 | 102 | nt | -5% | nt | nt | -32% | 102 | 2 |
| CCN1CCN(S(=O)(=O)c2cc(OC)ccc2OC)CC1 | 3 | 117 | 1 | -3% | 95 | 94 | -1% | 117 | -3 |
| COc1cc(OC)cc(C(=O)N[C@H](C(=O)Nc2ccccc2N2CCOCC2)C(C)C)c1 | -7 | 170 | nt | 0% | nt | nt | -36% | 170 | 7 |
| COC(=O)c1ccc(CSc2nc3ccccc3[nH]2)o1 | 4 | 122 | 10 | -3% | 92 | 82 | 9% | 122 | -4 |
| COc1cccc(OCCOCCN(C)CCO)c1 | nt | nt | -2 | -1% | 93 | 95 | -29% | nt | nt |
| O=C(CN1CCOCC1)N1CCCc2c1c(=O)oc1ccc(OCc3ccccc3)cc21 | 14 | 155 | 11 | -2% | 73 | 61 | -31% | 155 | -14 |
| Cc1c(CCOC(=O)C2C3CC4CC(C3)CC2C4)sc[n+]1CC(=O)c1ccc(Br)cc1 (stereo not given) | 9 | 180 | 1 | 0% | 1 | 0 | -14% | 180 | -8 |
| CCOC(=O)c1cnc(-n2nc(C)cc2C)nc1NCc1ccc2c(c1)OCO2 | 14 | 105 | 26 | -15% | 56 | 30 | -9% | 105 | -14 |
| CCC1c2ccc(C)n2CCN1C(=O)Nc1ccccc1C(=O)OC (stereo not given) | -1 | 10 | 4 | -31% | 71 | 67 | -65% | 10 | 1 |
| COc1ccc(-c2nnc(SCC(=O)OC3CCCCC3)o2)cc1OC | 1 | 108 | 22 | 5% | 93 | 71 | 4% | 108 | -2 |
| O=C(Cn1nnc(-c2ccccc2)n1)NCc1ccc2c(c1)OCO2 | 4 | 192 | -1 | -2% | 99 | 99 | 11% | 192 | -4 |
| CCOC(=O)N1CCC(N2Cc3cccc(C(=O)NCc4ccc(C)cc4)c3C2=O)CC1 | -2 | 185 | -3 | 7% | 72 | 75 | -45% | 185 | 2 |
| C=CCC(CC=C)(NC(=O)c1ccccc1C)c1ccccc1 | -1 | 186 | nt | 5% | nt | nt | 1% | 186 | 1 |
| Cc1ccccc1-n1c(C)nnc1SCC(=O)NCC1CCCO1 (stereo not given) | nt | nt | -9 | 0% | 75 | 84 | 2% | nt | nt |
| Cc1nc(Cl)c2oc3ccccc3c2n1 | -2 | 158 | nt | -3% | nt | nt | 0% | 158 | 2 |
| Cc1nn2c(N3CCCC3)cc(C(C)C)nc2c1-c1ccccc1 | 14 | 123 | 3 | -6% | 77 | 74 | 5% | 123 | -14 |
| CCCCNC(=O)CSc1nc2ccccc2c(=O)n1C1CCCC1 | -12 | 119 | 18 | -5% | 102 | 84 | 11% | 119 | 12 |
| O=C(Cn1cnc2ccccc2c1=O)N1CCN(c2ccccc2)CC1 | -4 | 87 | -18 | nt | 78 | 95 | nt | 87 | 4 |
| O=C(OCC(=O)N1CCOCC1)c1ccccc1SCC(=O)N1CCCC1 | 13 | 210 | 4 | -6% | 94 | 90 | 5% | 210 | -13 |
| CCOC(=O)c1c(NC(=O)CCc2ccc(CC)o2)sc(C)c1C | 0 | 169 | 13 | 4% | 96 | 83 | -2% | 169 | 0 |
| Cc1cc(=O)n2nc(N3CCC(C(=O)NCc4cccnc4)CC3)sc2n1 | nt | nt | 1 | -1% | 94 | 93 | -8% | nt | nt |
| Cc1ccc2cccc(SCC(=O)N3CCOCC3)c2n1 | 8 | 115 | 0 | 2% | 89 | 90 | 9% | 115 | -8 |
| CC1=NOC(=O)/C1=C\c1ccc(-c2cc(Cl)ccc2Cl)o1 | 2 | 192 | -1 | -119% | 2 | 3 | -10% | 192 | -2 |
| CCN1C=C(Cc2ccc(F)cc2)C2=C(C1)C(c1ccc(F)cc1)C(C#N)=C(N)O2 (stereo not given) | 14 | 141 | nt | 6% | nt | nt | -12% | 141 | -14 |
| COc1cc(C2CC(=O)NC3=C2C(=O)CC(C)(C)C3)ccc1O (stereo not given) | 10 | 152 | 16 | 2% | 110 | 94 | -16% | 152 | -10 |
| CCOC(=O)C1C(C#N)=C(N)OC(C)=C1c1ccncc1 (stereo not given) | -4 | 118 | -6 | 11% | 61 | 67 | 7% | 118 | 4 |
| N#CCN1CCN(CC(=O)Nc2ccc(OCc3ccccc3)cc2)CC1 | 17 | 154 | 24 | -4% | 98 | 74 | -56% | 154 | -17 |
| O=C(COc1ccc(Br)cc1)N1CCCCCC1 | 5 | 118 | 24 | 2% | 102 | 78 | -12% | 118 | -5 |
| CC1(C)CNC(=O)C=C(c2ccccc2)C1 | 1 | 69 | 13 | 2% | 86 | 73 | -3% | 69 | -1 |
| COc1ccc(S(=O)(=O)Oc2ccc3c(c2)O/C(=C\c2cccnc2)C3=O)cc1 | 1 | 187 | -22 | -188% | 17 | 40 | -24% | 187 | -1 |
| O=C(CCCn1c(=O)c2sccc2n(Cc2ccc(F)cc2)c1=O)NCc1ccco1 | 1 | 105 | -43 | 0% | 22 | 66 | -7% | 105 | -1 |
| COc1ccc(C(=O)NCCSCc2ccccc2C)cc1 | 1 | 83 | nt | -4% | nt | nt | 12% | 83 | -1 |
| CC(C)CC(=O)NC(NC(=S)Nc1sc2c(c1C#N)CCCC2)C(Cl)(Cl)Cl (stereo not given) | 6 | 178 | nt | -1% | nt | nt | -20% | 178 | -6 |
| Cc1onc(-c2c(Cl)cccc2Cl)c1C(=O)Nc1ccc2c(c1)OCCO2 | 14 | 178 | -1 | 1% | 77 | 78 | -6% | 178 | -14 |
| CCCCCC(C)n1[nH]c(=O)c2c(C)cc(C)nc21 (stereo not given) | nt | nt | 3 | 8% | 97 | 94 | -34% | nt | nt |
| COc1cc(-c2nnc(SCC(=O)c3cc(C)n(CC4CCCO4)c3C)o2)cc(OC)c1OC (stereo not given) | -2 | 144 | 0 | -61% | 60 | 60 | -79% | 144 | 2 |
| COc1ccc2c(c1OC)C(=O)c1ccccc1C2=O | 22 | 203 | nt | 2% | nt | nt | 26% | 203 | -22 |
| O=C(O)COc1ccc(-c2nccc(-c3cccs3)n2)cc1 | 6 | 146 | nt | -4% | nt | nt | -11% | 146 | -6 |
| O=C(CN1C(=O)c2ccccc2S1(=O)=O)N1CCN(c2ccc(F)cc2)CC1 | 20 | 145 | 0 | -1% | 94 | 94 | 6% | 145 | -20 |
| CN(C)C(=O)CSc1nc2ccccc2n1CC(=O)N1CCN(c2ccccc2)CC1 | 4 | 152 | -9 | -14% | 80 | 89 | -20% | 152 | -4 |
| COc1ccc(CCNC(=O)CSc2nc3ccccc3o2)cc1 | 9 | 185 | -4 | 5% | 81 | 85 | 18% | 185 | -8 |
| N#C/C(=C(/O)CN1CCOCC1)c1nc(-c2ccccc2)cs1 | nt | nt | -3 | -12% | 84 | 86 | -10% | nt | nt |
| COc1cc(CNCc2cccs2)ccc1OCC(=O)NC(C)(C)C | 2 | 131 | nt | -8% | nt | nt | -4% | 131 | -2 |
| CCOc1ccc(NC(=O)Nc2cc(C)ccc2OC)cc1 | 16 | 156 | -2 | nt | 86 | 87 | nt | 156 | -16 |
| Cc1c(Br)cc(C(=O)N2CCN(CCO)CC2)c(C)c1C | 11 | 96 | -5 | -6% | 82 | 87 | -18% | 96 | -11 |
| Cc1cc(C(=O)CSc2ccc(F)cc2)cc(C)c1OC(=S)N(C)C | 7 | 162 | 3 | 9% | 80 | 77 | 3% | 162 | -7 |
| C=C(C)C(C)(C#CCN1CCCC1)OC(C)=O (stereo not given) | 24 | 130 | -3 | -2% | 90 | 93 | -6% | 130 | -24 |
| O=C(COc1ccc(Cl)cc1)NCc1nnc(SCC(=O)NCCc2ccccc2)o1 | 0 | 89 | -4 | 11% | 98 | 101 | 0% | 89 | 0 |
| COc1ccc(NC(=O)C2CCCCN2N)cc1OC (stereo not given) | 41* | 154 | 7 | nt | 100 | 94 | nt | 154* | -41 |
| CCOC(=O)CN1CC23C=CC(O2)C(C(=O)Nc2ccc(OCC)cc2)C3C1=O (stereo not given) | 10 | 64 | 5 | -1% | 101 | 96 | 2% | 64 | -10 |
| CCN(C1CCS(=O)(=O)C1)S(=O)(=O)c1cccs1 (stereo not given) | 0 | 85 | 0 | -7% | 106 | 106 | -10% | 85 | 0 |

Two entries drawn at random from the list so far:
| compound | IL1B NFkB pot | IL1B NFkB inh cell count 2 µM | MRP resist rev | Bcl-B displacement | MRP resist rev cytotoxicity | MRP resist rev with doxorubicin | PLAP inhibitors HTS | IL1B NFkB pot cell count 2 µM | IL1B NFkB inh |
| --- | --- | --- | --- | --- | --- | --- | --- | --- | --- |
| CN(C)C(=O)CSc1nc2ccccc2n1CC(=O)N1CCN(c2ccccc2)CC1 | 4 | 152 | -9 | -14% | 80 | 89 | -20% | 152 | -4 |
| COc1cc(OC)cc(C(=O)N[C@H](C(=O)Nc2ccccc2N2CCOCC2)C(C)C)c1 | -7 | 170 | nt | 0% | nt | nt | -36% | 170 | 7 |

Additional compounds
| compound | IL1B NFkB pot | IL1B NFkB inh cell count 2 µM | MRP resist rev | Bcl-B displacement | MRP resist rev cytotoxicity | MRP resist rev with doxorubicin | PLAP inhibitors HTS | IL1B NFkB pot cell count 2 µM | IL1B NFkB inh |
| --- | --- | --- | --- | --- | --- | --- | --- | --- | --- |
| Cc1ccc(C(C(=O)NC2CCCCC2)N(Cc2cccnc2)C(=O)C2COc3ccccc3O2)o1 (stereo not given) | nt | nt | -21 | 0% | 41 | 62 | -51% | nt | nt |
| O=C(NCc1ccccn1)C1CCC(=O)N1C1CCCCC1 (stereo not given) | 6 | 201 | 11 | -1% | 91 | 79 | -24% | 201 | -6 |
| CCOC(=O)c1cc2c(C)n(-c3ccc(N(C)C)cc3)c(C)c2cc(C(=O)OCC)c1=O | 20 | 121 | nt | 2% | nt | nt | 13% | 121 | -20 |
| CCCCCCNC(=O)CCNC(=O)c1cc(OC)c(OC)c(OC)c1 | 2 | 116 | 16 | -10% | 90 | 74 | -22% | 116 | -2 |
| CCN1CCN(C(=O)c2ccc(Cl)c(S(=O)(=O)N3CCOCC3)c2)CC1 | 6 | 107 | -4 | -4% | 80 | 85 | -17% | 107 | -6 |
| O=C1OC(OC2CCCCC2)(c2ccccc2)c2ccccc21 (stereo not given) | -4 | 117 | nt | 0% | nt | nt | 18% | 117 | 4 |
| CC(=O)Nc1ccc(CN2CCN(c3cccc(C(F)(F)F)c3)CC2)cc1 | 2 | 218 | 10 | -4% | 99 | 89 | -18% | 218 | -2 |
| O=S(=O)(c1ccccc1)N1CCC(n2nnc3cc(F)ccc32)CC1 | -9 | 45 | -16 | -5% | 73 | 89 | 8% | 45 | 9 |
| COc1ccccc1-c1cc(-c2ccc(C)cc2)nc(SCc2nnc(-c3ccccc3)o2)c1C#N | -15 | 103 | nt | -7% | nt | nt | -22% | 103 | 14 |

Not all compounds are listed; count on the stated rates, not on these rows.
